BL2 CD40 inh: CD40 pathway inhibition in BL2 cells | inhibition, % at 10 µM | 83,000 compounds, 0.94% hits | BL2 NF-kB luciferase reporter, CD40L-induced, 4 h;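 active = mean inhibition of at least 50% with a set share of replicates also reaching that level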;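 also: 0% = neutral control wells and 100% = IKK inhibitor VII at 50 µM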
Active calls of the source: *; & = joins results of further samples; [ ] = dose if it differs, or a comment. Not all compounds are listed; rates above refer to the full screens.

smiles,BL2 CD40 inh
Cc1ccc(Nc2nc(NCc3cccs3)nc3ccsc23)c(C)c1,27
CCC(=O)N1C[C@H](O)COC[C@@H]2O[C@H](CC(=O)NCc3ccc(Oc4ccccc4)cc3)CC[C@H]21,-1[25 µM]
C[C@@H]1CCCCO[C@@H](CN(C)C(=O)CCC(F)(F)F)[C@@H](C)CN([C@@H](C)CO)C(=O)c2cc(NC(=O)C3CCCCC3)ccc2O1,-7[25 µM]
CC(OC(=O)COc1ccc(C#N)cc1)C(=O)Nc1ccc(Cl)cn1 (stereo not drawn),4
COc1cccc(CN2C(=O)Nc3ccccc3C(=O)N2C(C)(C)C)c1,10
CC(C)(CO)NC(=O)Nc1ccc(Cl)c(Cl)c1,-1
COc1ccc(-c2noc(CSc3nnc(-c4ccccc4)n3C)n2)cc1,-11
O=C(Nc1nnc(C2CC2)s1)C1CCCCN1S(=O)(=O)c1ccccc1 (stereo not drawn),17
N#C[C@@H]1[C@H](c2ccc(C3=CCCCC3)cc2)[C@H](CO)N1C(=O)Nc1ccccc1F,-14[25 µM]
Cc1ncc(S(=O)(=O)c2ccccc2)c(-c2ccccc2)n1,10
Cc1cccc(NS(=O)(=O)c2ccc(C)c(NS(=O)(=O)c3cccs3)c2)c1,7
O=C(C1CCCCC1)N1CC(=O)N2[C@H](CO)[C@H](c3ccc(-c4ccccc4F)cc3)[C@H]2C1,-5[25 µM]
O=C(CC1Nc2cccc3cccc(c23)NC1=O)Nc1ccc(F)cc1 (stereo not drawn),19
COc1ccc(NC(=O)NC(c2ccccc2)c2ccccc2)c(OC)c1,5
COc1ccc(-c2ccc(C3[C@H]4CNC[C@@H]3N4Cc3ccc4c(c3)OCO4)cc2)cc1 (stereo partly drawn),-7&8
COc1ccccc1-c1nnc(SCC(=O)Nc2ccc(N3CCOCC3)cc2)n1C,4
CN1c2ccc(-c3ccccc3F)cc2[C@H]2[C@H](CCN2S(=O)(=O)c2ccc(F)cc2)[C@H]1CO,1
CN1CC(=O)N(C)c2ncn(Cc3ccccc3)c2C1=O,7
O=C(COc1ccccc1)Nc1ccc(S(=O)(=O)N2CCOCC2)cc1,7
O=C1CC(c2ccco2)Cc2nc(N3CCN(Cc4ccc5c(c4)OCO5)CC3)ncc21 (stereo not drawn),5
C/C=C/c1ccc([C@H]2[C@@H](CO)N(CCC(F)(F)F)C23CN(C(=O)CC2CC2)C3)cc1,-11[25 µM]
CN(C(=O)Cn1nnc(-c2ccccc2)n1)C1CCS(=O)(=O)C1 (stereo not drawn),-17
C[C@@H]1CN([C@@H](C)CO)C(=O)c2cc(NC(=O)Nc3cccc4ccccc34)ccc2O[C@@H](C)CCCCO[C@@H]1CN(C)S(=O)(=O)c1cn(C)cn1,-34[25 µM]
O=C(CCc1ccccc1)Nc1cccc(S(=O)(=O)N2CCOCC2)c1,3
Cc1nnc(SCC(=O)Nc2nnc(-c3ccccc3)o2)s1,-5
O=C(CN1C(=O)c2ccccc2S1(=O)=O)N1CCc2ccccc2C1,3
Cc1cc(C)c(-c2cc(C(F)(F)F)no2)c(=O)[nH]1,11
CC(=O)Nc1ccc(NC(=O)CSc2nnnn2C2CCCCC2)cc1,-4
Cc1ccc2nc(NC(=O)c3ccc4c(c3)OCO4)sc2c1,-67
Cc1cccc(C(=O)Nc2ccc(Oc3cnccn3)cc2)c1,-57
O=C(Cc1cccnc1)N1CC2(C1)[C@@H](c1ccccc1)[C@@H](CO)N2C(=O)C1CCOCC1,-7[25 µM]
CO[C@H]1CN(C)C(=O)c2ccc(NC(C)=O)cc2OC[C@H](C)N(C(=O)c2cnccn2)C[C@H]1C,-3[25 µM]
COc1ccc(NC(=O)Nc2ccc3c(c2)C(=O)N([C@@H](C)CO)C[C@@H](C)[C@@H](CN(C)Cc2ccc(C(F)(F)F)cc2)OCCCC[C@@H](C)O3)cc1,1
CCC(C)(C)NC(=O)Cc1ccc(Cl)cc1,-4
COCC(=O)N1[C@H](CN(C)C(=O)c2ccccc2)[C@@H](c2ccccc2)[C@@H]1CO,-5[25 µM]
CCc1ccccc1NC(=O)CN(C)C(=O)COC(=O)c1ccccc1Cl,-4
Cc1cc(C(=O)NCC(=O)OC(C)C(=O)N2CCOCC2)ccc1[N+](=O)[O-] (stereo not drawn),-2
CCS(=O)(=O)Nc1ccc2c(c1)C(=O)N(C)C[C@H](OC)[C@@H](C)CN(C(=O)c1ccc3c(c1)OCO3)[C@H](C)CO2,2[25 µM]
O=C(O)C1CCC(Cn2c(SCc3cc(=O)n4cc(Br)ccc4n3)nc3ccsc3c2=O)CC1 (stereo not drawn),0
O=C(Nc1ccccc1)OCC1CCCO1 (stereo not drawn),-18
C[C@@H]1CN([C@H](C)CO)C(=O)c2cc(N(C)C)ccc2O[C@@H](C)CCCCO[C@H]1CN(C)S(=O)(=O)c1cn(C)cn1,-6[25 µM]
O=C(Nc1ccc(S(=O)(=O)Nc2ncccn2)cc1)c1ccco1,4
C[C@@H]1CN([C@@H](C)CO)C(=O)Cc2cc(NC(=O)Cc3cn(C)c4ccccc34)ccc2O[C@H]1CN(C)Cc1ccccc1,11
CN(Cc1ccccc1)C(=O)COC(=O)CCC(=O)c1ccc(F)cc1,4
C[C@H]1CN([C@@H](C)CO)C(=O)c2c(c3ccccc3n2C)-c2ccccc2CO[C@@H]1CN(C)S(=O)(=O)c1ccc(F)cc1,10
N#C[C@@H]1[C@H](c2ccc(C3=CCCC3)cc2)[C@@H](CO)N1C(=O)C1CCCC1,2
COc1ccc(S(=O)(=O)Nc2ccc3c(c2)C(=O)N([C@H](C)CO)C[C@@H](C)[C@@H](CN(C)S(=O)(=O)c2ccc(Cl)cc2)OCCCC[C@@H](C)O3)cc1,28[25 µM]
CCCCn1c(N)c(N(CCOC)C(=O)c2oc3ccc(OCC)cc3c2C)c(=O)[nH]c1=O,11
CCC(OC(C)=O)c1cc2c(cc1[N+](=O)[O-])OCCO2 (stereo not drawn),7
O=C(CN1C(=O)COc2ccc(S(=O)(=O)N3CCCC3)cc21)NCc1ccccn1,3
COc1ccccc1-n1nnnc1SCC(=O)NCC1(N2CCOCC2)CCCCC1,-2
O=C(CN1C(=O)c2cccc3cccc1c23)NCc1ccccn1,-5
COc1cc(-c2csc(CCn3nc(C)cc3C)n2)cc(OC)c1OC,6
CCOC(=O)c1cnc2c(Cl)cc(Cl)cc2c1NCCOCCO,-15
CC1CCCCC1NC(=O)COc1ccccc1C#N (stereo not drawn),-25
COCC(=O)Nc1ccc2c(c1)C(=O)N(C)[C@@H]1CC[C@H](CC(=O)NC3Cc4ccccc4C3)O[C@H]1CO2,14[25 µM]
O=C(NC1CCCCC1)n1c(=O)oc2ccccc21,-20
OC(COCc1ccc2c(c1)OCO2)CN1CCC(Cc2ccccc2)CC1 (stereo not drawn),3
COc1ccc(CC(=O)OCC(=O)NCc2ccco2)cc1OC,6
Cc1ccc(S(=O)(=O)N2CCN(C(=O)COC(=O)/C=C/c3ccc(C(F)(F)F)cc3)CC2)c(C)c1,-9

(continued)
smiles	BL2 CD40 inh
Cc1ccccc1C(=O)NC(CC(C)C)C(=O)Nc1cccc(S(=O)(=O)N(C)C)c1 (stereo not drawn)	11
Cc1ccc(S(=O)(=O)N[C@@H]2C=C[C@@H](CC(=O)NCc3ccc(Cl)c(Cl)c3)O[C@H]2CO)cc1	3[25 µM]
CCc1nc2ccc(C(=O)Nc3ccc4c(c3)OCC(=O)N4)cn2c1N(C)C(=O)Cc1ccccc1	13
O=c1oc(-c2cccnc2)nc2ccccc12	-4
CCCCCCCCn1cnc2c(N)c(C)c(C)cc21	25
COCCNS(=O)(=O)c1cc(C)c(C)cc1C	6
Cc1cc(C)c(S(=O)(=O)c2ccccc2)c(OC(=O)c2c(F)cccc2F)n1	42
CN(C)C(=O)c1cc2c(c(-c3cccc(-c4ccccc4)c3)n1)[C@@H](CCO)N([S@](=O)C(C)(C)C)C2	-5

Among those listed so far, these have fluorine.
smiles	BL2 CD40 inh
C[C@@H]1CCCCO[C@@H](CN(C)C(=O)CCC(F)(F)F)[C@@H](C)CN([C@@H](C)CO)C(=O)c2cc(NC(=O)C3CCCCC3)ccc2O1	-7[25 µM]
N#C[C@@H]1[C@H](c2ccc(C3=CCCCC3)cc2)[C@H](CO)N1C(=O)Nc1ccccc1F	-14[25 µM]
O=C(C1CCCCC1)N1CC(=O)N2[C@H](CO)[C@H](c3ccc(-c4ccccc4F)cc3)[C@H]2C1	-5[25 µM]
O=C(CC1Nc2cccc3cccc(c23)NC1=O)Nc1ccc(F)cc1 (stereo not drawn)	19
CN1c2ccc(-c3ccccc3F)cc2[C@H]2[C@H](CCN2S(=O)(=O)c2ccc(F)cc2)[C@H]1CO	1
C/C=C/c1ccc([C@H]2[C@@H](CO)N(CCC(F)(F)F)C23CN(C(=O)CC2CC2)C3)cc1	-11[25 µM]
Cc1cc(C)c(-c2cc(C(F)(F)F)no2)c(=O)[nH]1	11
COc1ccc(NC(=O)Nc2ccc3c(c2)C(=O)N([C@@H](C)CO)C[C@@H](C)[C@@H](CN(C)Cc2ccc(C(F)(F)F)cc2)OCCCC[C@@H](C)O3)cc1	1
CN(Cc1ccccc1)C(=O)COC(=O)CCC(=O)c1ccc(F)cc1	4
C[C@H]1CN([C@@H](C)CO)C(=O)c2c(c3ccccc3n2C)-c2ccccc2CO[C@@H]1CN(C)S(=O)(=O)c1ccc(F)cc1	10
Cc1ccc(S(=O)(=O)N2CCN(C(=O)COC(=O)/C=C/c3ccc(C(F)(F)F)cc3)CC2)c(C)c1	-9
Cc1cc(C)c(S(=O)(=O)c2ccccc2)c(OC(=O)c2c(F)cccc2F)n1	42

New compounds follow.
smiles	BL2 CD40 inh
C/C=C/c1ccccc1[C@@H]1[C@@H](CO)N(C(=O)c2cccnc2)[C@H]1C#N	-12[25 µM]
CC(C)OCCCNC(=O)CNC(=O)c1cccs1	8
O=S(=O)(Nc1nc2ccc(S(=O)(=O)N3CCCC3)cc2s1)c1ccc(F)cc1	5
C[C@H](NC(=O)[C@H]1N2C(=O)c3ccccc3C2SC1(C)C)C(=O)NCc1ccncc1 (stereo partly drawn)	0
O=C(NCC1COc2ccccc2O1)c1ccco1 (stereo not drawn)	-20
C[C@@H]1CN([C@@H](C)CO)C(=O)CCCn2nncc2CO[C@H]1CN(C)Cc1cccc2c1OCCCO2	0[25 µM]
COc1ccc(C#Cc2ccc([C@@H]3[C@@H](CO)N4CCCCN(C(=O)c5ccncc5)C[C@H]34)cc2)cc1	-22[25 µM]
O=C(Nc1nnc(SCc2cccnc2)s1)C1CC(=O)N(c2ccccc2)C1 (stereo not drawn)	11
Cc1ccc(-c2ccc(C3[C@@H]4CN(S(=O)(=O)c5ccccc5)C[C@H]3N4)cc2)cc1 (stereo partly drawn)	11&9[25 µM]
CC(C)(C)c1ccc(S(=O)(=O)NC(=O)C2(C)CCN2C(=O)Cc2ccc(Cl)cc2Cl)cc1 (stereo not drawn)	-1
O=C(COC(=O)CCC(=O)c1ccc(F)cc1)Nc1ccc2[nH]c(=O)[nH]c2c1	5
CCC(=O)N1Cc2cc(C(=O)Nc3nccs3)nc(-c3cccc(-c4ccccc4OC)c3)c2[C@H]1CCO	32[25 µM]
CN(CC(=O)NCc1ccc2c(c1)OCO2)S(=O)(=O)c1ccc(Br)s1	-18
CC(OC(=O)CCc1cc(C(C)(C)C)c(O)c(C(C)(C)C)c1)C(=O)NC1CC1 (stereo not drawn)	-6
O=C(c1ccc(N2CCOCC2)nc1)N1CCCCC1	-9
CC(=O)N(C)C[C@@H]1Oc2ccc(N)cc2CC(=O)N(C)C[C@H]1C	8
Cc1cccc(OCC(=O)N/N=C/c2cccn2C)c1	-10
O=C(O)CCCNC1=NCCC1	8
O=C(Nc1ccc2oc(-c3ccncc3)nc2c1)c1ccco1	-30
CCn1ncc(C2=NOC(C(=O)NCCc3ccccc3)C2)c1C (stereo not drawn)	-5
NC(=O)CSc1nnc(Cn2cnc3ccccc32)o1	11
CN(C)C(=O)c1ccc(NC(=O)CSc2nnc(-c3ccc4c(c3)OCO4)o2)cc1	2
Cc1ccc(S(=O)(=O)Nc2cccc(C(=O)NCc3ccccn3)c2)cc1F	5
C/C=C/c1ccc2c(c1)O[C@H](CN(C)C(=O)Nc1ccc(OC)cc1)[C@H](C)CN([C@H](C)CO)S2(=O)=O	9[25 µM]
CC(=O)N1CCN2C(=O)C1CCCC(=O)c1cc(C(C)C)ccc12 (stereo not drawn)	12
O=C(Nc1cccc(-c2ccc(N3CCOCC3)nn2)c1)c1ccc(Cl)cc1	-61
CCCNC(=O)[C@@H]1[C@@H](CO)[C@@H]2Cn3c(ccc(-c4ccc(OC)cc4)c3=O)[C@H]1N2CC	1[25 µM]
CC(=O)Nc1ccc(NC(=O)C(C)OC(=O)CNC(=O)c2cccs2)cc1 (stereo not drawn)	-2
COC(=O)CNC(=O)CSc1nnc(-c2ccc(OC)cc2)n1CC(C)C	10
CN(CC(=O)Nc1cccc(F)c1)C(=O)c1ccccc1Sc1ccccc1C#N	1
COc1ccc(NC(=O)C=C(C)C)cc1Cl	-39
COc1ccc(OC)c(S(=O)(=O)N2CCCC(C(=O)NC3CC3)C2)c1 (stereo not drawn)	6
CCOC(=O)Cc1cc(C)[nH]c1C(=O)OCC	13
CN(C)c1ccc(CNC(=O)CCc2ccc(S(=O)(=O)N3CCCCCC3)cc2)cc1	-10
Cc1ccc(S(=O)(=O)N2CCOCC2)cc1NC(=O)CSc1ncccn1	5
CN(Cc1cccs1)C(=O)c1cc(S(=O)(=O)N2CCOCC2)ccc1F	5
O=C(Nc1ccccc1C(=O)NCCCN1CCOCC1)c1ccccc1	8
Cc1nc(C)c(-c2ccn(C(=O)NC(C)C)n2)s1	12
CCCCN1C(=O)C(=O)N(CC(=O)Nc2sc(CC)cc2C(=O)OCC)C1=O	-9
CCc1ccccc1NC(=O)CN1CCN(C(=O)c2cccc(-n3cnnn3)c2)CC1	2
Cc1cccc(N(C)c2ccc3cc(S(=O)(=O)N4CCCC4)ccc3n2)c1	6
CCN(CC(=O)NC1CCS(=O)(=O)C1)c1ccc(S(=O)(=O)N(CC)CC)cc1[N+](=O)[O-] (stereo not drawn)	15
NCC[C@@H]1CC[C@H](NC(=O)NC2CCCCC2)[C@H](CO)O1	2[25 µM]
